Giardia kill: kills Giardia lamblia; activity change, % at 7.66 µM, hits read low; AID 540267; 340,000 tested, 0.15% active; Giardia lamblia trophozoite viability; in the data active = activity change below about -80%; inconclusive = between about -30% and that limit;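 note: parasites exposed to compound for two days anaerobically before the ATP read; % is set by controls: 0 for no effect and ±100 for the full control effect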
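Luminescent ATP signal served as the viability read-out, measured 15-30 min after adding ATP detection reagent to trophozoites that had been incubated with compounds for 48 hrs at 37 deg C anaerobically at 100 cells/well.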
KCNH2 3.1 inh: blocks the human KCNH2 3.1 channel isoform; 340,000 tested, 0.95% active; activity change, % (tested at about 1.8 µM); U2OS KCNH2 3.1, thallium flux FluxOr; active compounds read low;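 active = maximum activity change below -70%; inconclusive = maximum activity change from -70% to -50%; inactive = maximum activity change above -50%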;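 note: thallium influx rate constant from kinetic fluorescence after stimulation buffer; % is set by controls: 0 for no effect and ±100 for the full control effect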
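Thallium flux via FluxOr fluorescence (Red40 quencher, 45 min loading) in U2OS cells virally expressing the KCNH2 3.1 isoform (1.77 x 10^8 /mL virus, overnight at 37 C). Rate constants from 2-min kinetic reads post-stimulation, normalised to positive and negative controls.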
B2AR arrestin: agonists driving beta-arrestin recruitment to human beta2-adrenergic receptor; P07550; beta-arrestin recruitment to beta2AR, cell-based reporter; Potency, µM (doses to about 46.1 µM), inactives show top-dose activation, most hits filed as activators; 330,000 tested, 0.02% active; AID 492947;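 note: potency is the fitted concentration of half-maximal effect; 0% = DMSO controls and full agonism = EC100 isoproterenol or metaproterenol; nearly all actives have a fitted effect of over 65% in size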
CXXC DNA block: inhibitors of human MLL CXXC domain-DNA interaction; AID 2662; 290,000 tested, 0.037% active; Potency, µM (titrated, usually from 115 µM), without a hit: at the top dose activity change, negative = inhibition, actives largely listed as inhibitors; MLL-CXXC / FITC-HOXA9 DNA fluorescence polarization; active = well fitted inhibition curve with a large enough effect in the polarisation, with a control signal flat, not every such curve was filed as active; inconclusive = small, poorly fitted or top-dose-only effect, or effect the other way, or a change in a side signal; inactive = no such curve, though single readings can be large or run the other way; the % refers to the polarisation; note: potency is the fitted concentration of half-maximal effect
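Fluorescence polarization: 7 uM MLL-CXXC (stock) preincubated 5 min with compounds, then 50 nM fluorescein-HOX-A9 DNA (stock) added; 30 min ambient. Buffer 50 mM Tris-HCl pH 7.5, 50 mM NaCl, 1 mM DTT, 0.05% BSA.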
hERG WT inh: blocks the wildtype human KCNH2 potassium channel; U2OS, BacMam KCNH2, thallium flux FluxOr; active compounds read low; activity change, % at 1.84 µM; 340,000 tested, 0.37% active;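 active = maximum activity change below -70%; inconclusive = maximum activity change between -70% and -50%; inactive = maximum activity change above -50%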; note: % is set by controls: 0 for no effect and ±100 for the full control effect
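U2OS cells were transduced with wild-type KCNH2 virus (2.03 x 10^8 / mL) for 4 h at room temperature, then cultured overnight at 37 C. Thallium flux was read with FluxOr dye. Rate constants were normalized to DMSO controls.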
USP2a block: USP2a (human) protease inhibition. O75604. Potency, µM (titrated, usually from 38.3 µM), inactives show top-dose activity change, negative = inhibition, actives largely listed as inhibitors. 330,000 tested, 0.01% active. USP2 core, Ub-CHOP2 coupled fluorogenic reporter, 485/531;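 note: potency is the fitted concentration of half-maximal effect; plate controls were DMSO wells for no effect and full inhibition by NEM control for full effect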
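USP2 core (10nM final) preincubated 30min RT with compound in 20mM Tris-HCl pH 8.0, 2mM CaCl2, 2mM beta-mercaptoethanol, 0.05% CHAPS; 25nM Ub-CHOP2 plus 25nM reporter substrate added, fluorescence (Ex485/Em531) read after 60min.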
TRPV1 agonist: activates the human vanilloid receptor TRPV1. TRPV1-expressing cells, Fluo-8 calcium influx, agonist mode. activation, % at 8.33 µM. 320,000 tested, 0.19% active; in the data active = activation above about 80%; inconclusive = between about 30% and that limit; note: 0% is about no effect
Target sequence (Q8NER1 whole entry, looked up): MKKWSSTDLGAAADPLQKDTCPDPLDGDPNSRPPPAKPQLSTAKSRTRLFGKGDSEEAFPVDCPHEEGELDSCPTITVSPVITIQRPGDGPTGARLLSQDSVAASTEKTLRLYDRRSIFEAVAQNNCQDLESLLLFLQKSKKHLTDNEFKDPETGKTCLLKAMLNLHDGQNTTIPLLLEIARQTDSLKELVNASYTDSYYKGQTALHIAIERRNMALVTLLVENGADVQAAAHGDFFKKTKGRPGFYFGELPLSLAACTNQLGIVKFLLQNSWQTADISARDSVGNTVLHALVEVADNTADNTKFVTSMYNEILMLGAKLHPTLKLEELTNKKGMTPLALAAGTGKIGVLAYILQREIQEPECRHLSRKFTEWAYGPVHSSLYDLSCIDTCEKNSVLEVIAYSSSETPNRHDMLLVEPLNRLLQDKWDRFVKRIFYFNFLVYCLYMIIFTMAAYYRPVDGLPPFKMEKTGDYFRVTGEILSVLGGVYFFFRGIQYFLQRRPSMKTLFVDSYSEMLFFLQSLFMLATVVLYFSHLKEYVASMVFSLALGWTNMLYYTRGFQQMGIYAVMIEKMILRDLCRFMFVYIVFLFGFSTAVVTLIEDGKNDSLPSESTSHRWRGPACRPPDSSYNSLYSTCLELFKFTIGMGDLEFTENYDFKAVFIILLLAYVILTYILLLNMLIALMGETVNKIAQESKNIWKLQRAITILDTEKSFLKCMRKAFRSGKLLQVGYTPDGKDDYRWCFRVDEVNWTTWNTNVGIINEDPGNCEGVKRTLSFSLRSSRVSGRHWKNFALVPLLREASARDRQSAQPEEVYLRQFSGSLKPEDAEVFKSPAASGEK
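Cells expressing TRPV1 were dye-loaded with Fluo-8 and read kinetically: 10 s baseline, 3 min after compound (agonist portion), then 2 min after EC20 capsaicin (allosteric enhancer portion). Calcium-bound dye fluorescence at 480/520 nm.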
PKM2 act: PKM2 (human) enzyme activation; P14618; purified PKM2, Kinase-Glo ATP luminescence, activation; response scale: 0% is enzyme alone, no compound; Potency, µM (titrated, usually from 57.5 µM), without a hit: at the top dose activation, usual class: activators; 260,000 tested, 0.34% active; note: potency is the fitted concentration of half-maximal effect; % is set by controls: 0 for no effect and ±100 for the full control effect; nearly all actives have a fitted effect of over 55% in size
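hPK-M2, >95% pure; 0.1 mM ADP / 0.5 mM PEP final; imidazole pH7.2 buffer w/ 7 mM MgCl2, 50 mM KCl; 1 h RT; Kinase-Glo lum. Intermediate enzyme activity for dual inhibitor/activator qHTS.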
Coupling enz: inhibits coupling enzyme system, counter-screen for aldolase hits. coupling enzyme system counterscreen, AmpLite Red fluorescence. 290,000 tested, 0.67% active. activity change, negative = inhibition, % at 58.2 µM, hits read low. AID 2472; in the data active = activity change below about -30%; note: % is set by controls: 0 for no effect and ±100 for the full control effect
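Fluorescence at 525 nm excitation and 598 nm emission measured inhibition of the coupled detection system without aldolase. Compounds (at 57.5 uM final) were preincubated 10 min at room temperature with coupling enzyme reagent before a 20 min substrate/AmpLite Red step.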
Menin-MLL TR inh: displaces Texas Red mutant MLL peptide from human menin. AID 1768. Menin + Texas Red MLL mutant peptide, fluorescence polarization. Potency, µM (titrated, usually from 61.6 µM), without a hit: at the highest dose FP activity change, negative = inhibition, hits mostly inhibitors. 270,000 tested, 0.23% active; active = well fitted inhibition curve with a large enough effect in the polarisation, with a control signal flat, not every such curve was filed as active; inconclusive = small, poorly fitted or top-dose-only effect, or effect the other way, or a change in a side signal; inactive = no such curve, though single readings can be large or run the other way; the % refers to the polarisation; note: potency is the fitted concentration of half-maximal effect; % of control where 0% means no effect; many of its hits are not listed in these tables
GALK inhibitor: blocks human galactokinase activity; 270,000 tested, 0.007% active; AID 1868; P51570; Purified GALK, Kinase-Glo residual ATP luminescence; Potency, µM (top dose mostly 57.5 µM), for the others: top-dose activity change, negative = inhibition, usual class: inhibitors; note: potency is the fitted concentration of half-maximal effect; % is set by controls: 0 for no effect and ±100 for the full control effect
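The enzyme phosphorylates galactose (100 uM) using ATP (35 uM); inhibition is detected as higher residual ATP, quantified by bioluminescence after 1 h reaction at room temperature, pH 8.0.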
The depositor's hits bear a star; ? = inconclusive; . = not tested or not shown; [ ] = dose if it differs, or a comment. Unless noted, calls come from the whole dose curve; as a rule, active = well fitted curve in the direction sought with a large enough effect; inconclusive = small, poorly fitted or top-dose-only effect, or another doubt; inactive = no such curve, though single readings can be large; an effect the other way counts as inactive or inconclusive. An excerpt, so the mix of outcomes need not match the whole.

SMILES | Giardia kill | KCNH2 3.1 inh | B2AR arrestin | CXXC DNA block | hERG WT inh | USP2a block | TRPV1 agonist | PKM2 act | Coupling enz | Menin-MLL TR inh | GALK inhibitor
CCc1ccccc1NC(=O)c1ccc(-n2c(C)ccc2C)cc1 | 7 | 3 | -0.7% | 2% | 10 | 1% | 1 | -1% | -1 | -13% | -2%
Cc1ccc(CSCC(=O)Nc2cc(S(=O)(=O)N3CCOCC3)ccc2OC(C)C)cc1 | 1 | 6 | -1.0% | . | 19 | -2% | ? | . | . | . | .
Cc1cc(Br)ccc1SCC(=O)OCC(=O)Nc1ncc(C(F)(F)F)cc1Cl | 9 | 2 | -0.2% | 8% | -4 | -11% | -2 | -5% | 4 | 5% | 2%
O=C(COC(=O)c1ccc(CNS(=O)(=O)c2ccc(F)c(Cl)c2)cc1)NCC1CCCCC1 | -19 | . | -0.4% | -2% | 5 | 2% | 3 | 0% | 5 | 9% | 0%
Cc1c(Cl)cccc1NC(=O)CSc1nccn1C | -4 | 4 | 0.2% | -23% | -5 | 1% | 2 | -3% | -2 | -7% | -1%
CCc1nnc(NC(=O)CSc2nnc3c(n2)[nH]c2ccccc23)s1 | 0 | -1 | 0.1% | 9% | 0 | 4% | -3 | ? | 0 | 0% | -1%
O=C(Nc1ccc(OC(=O)c2ccco2)cc1)c1ccco1 | 5 | 8 | -0.4% | 56%[activator] | 14 | 4% | 3 | -49% | -1 | 3% | 1%
O=C1C(Cc2ccccc2)Nc2ncnc(N3CCOCC3)c2N1Cc1ccccc1 (stereo not given) | 9 | -5 | -0.1% | . | -13 | 5% | . | . | . | . | .
COc1ccc(C2/C(=C(\O)c3ccc4c(c3)CC(C)O4)C(=O)C(=O)N2Cc2cccnc2)c(OC)c1 (stereo not given) | -12 | 16 | -0.5% | -5% | -12 | 0% | 2 | -1% | . | . | -4%
Cc1[nH]ccc(=O)c1OCc1c(F)cccc1Cl | -1 | . | -0.5% | ? | -25 | 1% | 7 | -12% | 8 | 1% | 11%
CN(C)C(=O)CSc1nnc(Cc2ccccc2)n1CC1CCCO1 (stereo not given) | 43[activator] | -9 | -0.4% | 2% | 3 | 4% | 2 | . | 0 | 2% | -7%
O=C(Nc1ccc(Cl)cc1Cl)c1cccc(N2C(=O)C=CC2=O)c1 | 7 | -8 | -1.0% | -8% | 2 | 3% | -3 | 1% | . | 44%[activator] | -4%
Cc1ccc(OCc2nc3c4c(ncn3n2)-c2ccccc2CC42CCCC2)cc1 | -6 | -4 | -0.8% | 2% | -2 | -5% | 6 | -4% | 2 | -6% | -1%
CCOCCn1c(N2CCN(c3ccc(OC)cc3)CC2)nc2c1c(=O)[nH]c(=O)n2C | 21 | -14 | 0.0% | -2% | 3 | 0% | -1 | -3% | 0 | -4% | -1%
CCCC(C(=O)NC(C)(C)C)N(Cc1ccccc1Cl)C(=O)c1snc(C(N)=O)c1N (stereo not given) | -1 | -10 | -0.7% | 19% | 1 | 2% | ? | -2% | -4 | 15% | -7%
Cc1cc(=O)[nH]c2c1c(C)nn2C1CCCCC1 | -3 | -2 | 2.7% | -4% | 1 | 2% | 2 | 4% | 0 | . | -4%
CCc1c(C(=O)NCc2cnn(C)c2)csc1C | 3 | -8 | -2.0% | -6% | 4 | 3% | 2 | -20% | -5 | -12% | 0%
Cc1cccc(C)c1NC(=O)CNC(=O)Cc1c[nH]c2ccccc12 | -8 | 5 | -0.1% | . | -106* | 0% | -2 | . | . | . | .
COc1ccccc1CNC(=O)C1CCN(S(=O)(=O)N2CCCCC2)CC1 | 3 | 5 | 0.0% | -1% | 7 | 3% | -5 | 1% | 3 | 11% | 0%
COc1cccc(/C(O)=C2\C(=O)C(=O)N(c3ccccn3)C2c2cccc(OC)c2OC)c1 (stereo not given) | 5 | 7 | 0.5% | ? | 0 | 0% | 0 | -2% | 2 | -12% | 4%
C=CCNC(=O)c1ccc(C)c(Br)c1 | -13 | 6 | -0.5% | 3% | 2 | -2% | 8 | 8% | 3 | 19% | -1%
Cc1n[nH]c(C)c1N1C(=O)c2cccc3c(N4CCCCCC4)ccc(c23)C1=O | -11 | -15 | -0.4% | ? | -12 | ? | ? | 2% | -4 | ? | -3%
COc1ccc(NC(=S)N2CCC(C(O)(c3ccccc3)c3ccccc3)CC2)cc1 | 14 | 5 | -0.9% | -22% | -3 | 0% | -3 | -8% | 2 | ? | 0%
COc1cc(CSC)nc(-c2ccccc2)n1 | ? | -5 | -0.1% | 0% | 0 | 1% | 3 | 1% | 2 | 9% | 12%
O=C(CNC(=O)c1ccccc1)OCc1ccc([N+](=O)[O-])cc1 | -6 | 13 | -0.8% | -24% | 12 | 5% | 24 | 0% | -1 | 6% | 0%
COCCNC(=O)C(=O)N/N=C(\C)CC(=O)Nc1ccc(Cl)cc1Cl | 0 | -2 | -0.7% | -8% | -2 | 0% | -2 | -2% | 0 | -3% | 0%
CCc1ccccc1NC(=O)COc1ccc(N2CC(C(N)=O)CC2=O)cc1 (stereo not given) | 1 | 21 | -0.7% | 0% | 7 | 1% | -2 | 0% | 2 | -5% | 7%
Cc1ccc(NC(=O)CCN2C(=O)CSC2=O)c(C)c1 | 0 | -2 | -0.6% | 1% | -12 | 1% | 18 | 0% | -1 | 23% | -3%
Cc1ccc2c(c1)c1c(n2CC(O)Cn2c(C)nc3ccccc32)C(=O)CCC1 (stereo not given) | 14 | 0 | -0.4% | -17% | 29 | 0% | 11 | 1% | -1 | -2% | -3%
O=C(Cn1c(-c2ccccc2)c[n+]2ccsc12)c1ccc(Br)cc1 | -1 | -6 | 0.1% | 10% | -8 | 9% | 3 | -1% | 2 | -11% | -3%
Nn1c(=S)[nH]nc(Cc2ccc(O)cc2)c1=O | -5 | -3 | -3.9% | -2% | -5 | -1% | 0 | 6% | -3 | 0% | 2%
CCOC(=O)c1ccc(CNC(=O)Cn2nnc(-c3ccc(C)cc3)n2)o1 | -1 | 4 | -0.1% | 19% | 2 | 0% | 6 | -1% | 3 | -5% | 0%
Cc1ccc(C(CNC(=O)c2ccc(Br)o2)N2CCN(C)CC2)cc1 (stereo not given) | -16 | -5 | 0.1% | . | 31 | 2% | 0 | . | . | . | .
COC(=O)CCN(C1CCCCC1)S(=O)(=O)c1ccc(S(=O)(=O)NC2CCCCC2)cc1 | -10 | 2 | 0.2% | -2% | -6 | -1% | 1 | -7% | -4 | . | 0%
C=CCn1c(O)c(C2=c3ccccc3=NC2=O)c2ccccc21 | -13 | -37 | -0.6% | 2% | 6 | -2% | 23 | 4% | 1 | 1% | -6%
CCCCn1c(N)c(N(CC(C)C)C(=O)c2cccc(OCc3ccccc3)c2)c(=O)[nH]c1=O | 4 | -3 | -0.3% | . | 10 | 2% | -1 | . | . | . | .
O=C(/C=C/c1ccc(Cl)c(Cl)c1)n1cccn1 | 1 | 16 | -0.2% | -14% | -10 | 2% | 0 | -7% | 0 | -2% | -2%
O=[N+]([O-])c1cc(S(=O)(=O)NCCCN2CCOCC2)ccc1Cl | 41[activator] | -1 | -0.5% | 5% | 0 | 3% | -3 | -2% | 3 | 3% | 1%
CCC(CC)NCc1ccc(OC)cc1OC | -16 | -2 | -0.1% | 5% | -10 | 1% | 2 | -6% | 1 | -3% | 0%
OCCSc1nc(N2CCOCC2)nc(N2CCOCC2)n1 | 4 | -12 | -0.1% | 15% | -4 | 1% | 3 | 5% | 1 | 3% | -2%
O=C(NCc1cccc(Cl)c1)C1=CC=CN2CCS(=O)(=O)N=C12 | 9 | 16 | -0.7% | . | 0 | -1% | -6 | . | . | . | .
COc1ccc(-c2csc(-c3cccs3)n2)cc1OC | 11 | -6 | 2.9% | 1% | 7 | -6% | 23 | -2% | -3 | 57%[activator] | 7%
C/C(=N\NC(=O)Cc1csc(N2CCOCC2)n1)c1ccc(Cl)c(Cl)c1 | 7 | 7 | 0.2% | 1% | 7 | -3% | 28 | 3% | -1 | 0% | 10%
COc1ccc(F)cc1C(=O)C1CCCN(Cc2cccn2-c2cccnc2)C1 (stereo not given) | -10 | -19 | -0.7% | -1% | 14 | -6% | 19 | 35µM* | -7 | -18% | 3%
COc1ccccc1CNS(=O)(=O)c1c(C(=O)N2CCCCC2)c(C)n(C)c1C | -18 | -13 | 0.0% | 7% | -1 | 2% | 1 | . | 0 | -13% | 8%

Compound activity as filed in PubChem.
